From PubChem BioAssay
GSK3 alpha inh = blocks human GSK-3 alpha kinase | P49840 | ADP-Glo luminescence, 60 min | inhibition, % at 10 µM | 320,000 tested, 0.1% active;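 in the data active means inhibition above about 50%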;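 further: GST-tagged GSK-3 alpha with peptide substrate and 25 µM ATP; 0% = DMSO neutral wells and 100% = GW8510 positive control wells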
Target sequence (P49840 whole entry, looked up): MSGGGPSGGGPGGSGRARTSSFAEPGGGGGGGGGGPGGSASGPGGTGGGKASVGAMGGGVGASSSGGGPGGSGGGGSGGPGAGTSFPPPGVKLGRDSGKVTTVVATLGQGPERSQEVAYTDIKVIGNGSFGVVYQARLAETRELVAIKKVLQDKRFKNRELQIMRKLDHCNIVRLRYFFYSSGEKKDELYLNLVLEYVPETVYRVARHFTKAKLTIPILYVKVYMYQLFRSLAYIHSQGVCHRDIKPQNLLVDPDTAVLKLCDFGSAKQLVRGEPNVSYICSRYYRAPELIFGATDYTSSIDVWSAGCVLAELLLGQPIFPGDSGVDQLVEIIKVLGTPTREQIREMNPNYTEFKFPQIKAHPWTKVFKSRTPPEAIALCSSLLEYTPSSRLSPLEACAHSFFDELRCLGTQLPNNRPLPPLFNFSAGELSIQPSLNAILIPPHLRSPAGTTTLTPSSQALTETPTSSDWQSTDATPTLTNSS
Platelet DG rel = modulates dense granule release in human platelets; human platelet-rich plasma, SFLLRN dense granule ATP release, luminescence; 300,000 tested, 0.22% active; AID 1663; inhibition, %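 (compounds screened at 7.5 µM in platelet-rich plasma)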;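 active means mean replicate score, as percent of positive control, at or above 50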
HSP90 inh = inhibitors of HSP90 luciferase refolding in rabbit reticulocyte lysate. luciferase refolding luminescence, 3 h. 290,000 tested, 0.91% active. AID 1789. inhibition, % at 5.6 µM;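 active means inhibition above the screen-wide mean plus 3 SD, computed separately per campaign, cut at about 16% in these data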;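 further: 0% = DMSO wells and 100% = 60 µM geldanamycin wells; inhibitors lower the luminescence because luciferase stays unfolded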
aSyn UTR inh = 5' untranslated region of α-synuclein, MLPCN primary screen; inhibition, % (tested at 7.5 µM); 300,000 tested, 0.82% active; alpha-synuclein 5'UTR reporter, inhibitor activity; in the data active means inhibition above about 60%;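 further: H4 neuroglioblastoma cells stably carrying SNCA 5'UTR luciferase fusion; 0% = DMSO wells and 100% = positive control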
DYRK1A inh = blocks rat Dyrk1A kinase activity; 310,000 tested, 0.43% active; Q63470; AID 504441; inhibition, % at 12.5 µM; ADP-Glo luminescence, NFATc1 peptide; in the data active means inhibition above about 50%;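 further: plate controls were vehicle with enzyme for no effect and no enzyme for full effect; many of its hits are not listed in these tables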
HSF1 inh = HSF1 inhibition. 300,000 tested, 0.77% active. NIH3T3-HGL HSE-luciferase, MG132-induced, luminescence 8 h; stronger effect = lower value. activity change, negative = inhibition, % at 7.5 µM (by protocol);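 active means more than half of replicate wells show activity change below -50%, luminescence cut by over half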;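 further: luciferase reports HSF-1 transcriptional activity via heat shock element; 0% = median of DMSO wells and -100% = zero luminescence signal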
GSK3B inh = inhibitors of human GSK3beta kinase. AID 2097. GST-GSK3beta kinase, ADP-Glo luminescence, 60 min; stronger effect = lower value. P49841. 300,000 tested, 0.038% active. activity score (negative = inhibition), % at 10 µM;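 active means more than half of replicate wells score below -50%, meaning over 50% inhibition versus plate controls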;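 further: 0% = median DMSO wells and -100% = median GW8510 positive control wells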
Target sequence (P49841 whole entry, looked up): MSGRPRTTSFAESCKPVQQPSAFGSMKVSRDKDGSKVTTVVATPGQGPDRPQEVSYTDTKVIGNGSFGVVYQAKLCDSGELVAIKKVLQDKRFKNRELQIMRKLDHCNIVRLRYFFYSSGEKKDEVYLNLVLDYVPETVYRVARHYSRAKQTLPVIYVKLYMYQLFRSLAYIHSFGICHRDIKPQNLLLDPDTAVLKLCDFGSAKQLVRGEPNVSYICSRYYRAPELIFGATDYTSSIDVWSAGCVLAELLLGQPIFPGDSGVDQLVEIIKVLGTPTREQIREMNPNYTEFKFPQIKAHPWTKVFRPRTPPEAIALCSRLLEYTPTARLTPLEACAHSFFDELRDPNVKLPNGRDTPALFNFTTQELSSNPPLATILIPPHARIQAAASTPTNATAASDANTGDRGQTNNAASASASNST
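Test system: GST-fused GSK3beta enzyme, cell-free | Quantity: 1.6 ng GST-GSK3beta enzyme per well | Reagent: 25 µM ATP with peptide substrate | Schedule: 60 min enzyme reaction, room temperature | Signal: Luminescent ADP-Glo measurement of ADP formed | Read-out basis: Score relative to plate controls | Control set: DMSO and 20 µM GW8510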
HSF-1 act = increases HSF-1 driven luciferase reporter signal | activation, % at 9 µM | NIH3T3-HGL HSF-1 luciferase reporter, MG132, 8 h; 100% = twice DMSO control signal | AID 504408 | 300,000 tested, 1.7% active;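 active means mean replicate activation of at least 50% with a set share of replicates each reaching 50%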;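 further: 0% = median of the neutral control wells and 100% = twice that signal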
IEC-6 tox = IEC-6 cytotoxicity, counter-screen for KLF5 inhibitors; luminescence viability; inhibition, % at 5 µM; 290,000 tested, 0.78% active; in the data active means inhibition above about 22%;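 further: 0% = plate median of test compound wells and 100% = cytotoxic reference compound wells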
KLF5 inh = inhibitors of KLF5 expression; inhibition, % at 5 µM; DLD-1 KLF5 promoter-luciferase reporter, luminescence; 290,000 tested, 0.23% active; AID 1700;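 active means inhibition above a per-plate limit of that plate's mean compound inhibition plus 3 SD, cut at about 60% in these data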;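 further: 0% = DMSO wells and 100% = LY294002 at 200 µM; higher means less KLF5 promoter-driven luciferase light; inactives centre near -14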
The depositor's hits bear a star. A portion of the library; the hit share may differ from the screen's.

Results for Cc1nc2c(ccc3nc(NC(=O)c4ccc(S(=O)(=O)N(C)C)cc4)sc32)s1 ?
GSK3 alpha inh: -1; Platelet DG rel: 0; HSP90 inh: 4; aSyn UTR inh: -1; DYRK1A inh: 39; HSF1 inh: -8; GSK3B inh: -1; HSF-1 act: -17; IEC-6 tox: 2; KLF5 inh: 0

How did Cc1oc2ccc(OCc3ccccc3F)cc2c1C(=O)O do in these assays?
GSK3 alpha inh: -4; Platelet DG rel: -9; HSP90 inh: 4; aSyn UTR inh: -6; DYRK1A inh: 1; HSF1 inh: 3; GSK3B inh: 2; HSF-1 act: 11; IEC-6 tox: -3; KLF5 inh: -21

How did O=C(CSc1nnc2scc(-c3ccccc3)n12)Nc1nsc(-c2ccc(Cl)cc2)n1 do in these assays?
GSK3 alpha inh: 1; Platelet DG rel: 4; HSP90 inh: 0; aSyn UTR inh: -7; DYRK1A inh: -2; HSF1 inh: -7; GSK3B inh: 5; HSF-1 act: -10; IEC-6 tox: -2; KLF5 inh: -38

What do the screens show for `Cc1ccc2nc(NC(=O)CCNS(=O)(=O)c3cccs3)sc2c1`?
GSK3 alpha inh: -4; Platelet DG rel: 3; HSP90 inh: 4; aSyn UTR inh: -28; DYRK1A inh: 29; HSF1 inh: 9; GSK3B inh: -2; HSF-1 act: 19; IEC-6 tox: 2; KLF5 inh: -24

Results for CC1C(=O)N(Cc2ccc(F)cc2)c2ccccc2N1C(=O)c1c(F)cccc1F (stereo unspecified) ?
GSK3 alpha inh: 5; Platelet DG rel: -7; HSP90 inh: 2; aSyn UTR inh: 1; DYRK1A inh: -1; HSF1 inh: -17; GSK3B inh: -2; HSF-1 act: 25; IEC-6 tox: 7; KLF5 inh: -18

Results for CC1(c2ccccc2)NC(=O)N(CC(=O)Nc2ccccc2C(=O)N2CCCCC2)C1=O (stereo unspecified) ?
GSK3 alpha inh: -3; Platelet DG rel: -3; aSyn UTR inh: 4; DYRK1A inh: -1; HSF1 inh: -2; GSK3B inh: -1; HSF-1 act: -6

What do the screens show for `CCc1cccc(NC(=O)CN2C(=O)NC3(CCCCCCC3)C2=O)c1`?
GSK3 alpha inh: 0; Platelet DG rel: -2; HSP90 inh: 0; aSyn UTR inh: -29; DYRK1A inh: 3; HSF1 inh: 10; GSK3B inh: 3; HSF-1 act: 23; IEC-6 tox: -3; KLF5 inh: -9

What do the screens show for `CN1CCN(/N=C/c2ccc(Br)cc2)CC1`?
GSK3 alpha inh: -2; Platelet DG rel: -3; HSP90 inh: -2; aSyn UTR inh: -118; DYRK1A inh: -3; HSF1 inh: 3; GSK3B inh: -5; HSF-1 act: 4; IEC-6 tox: -1; KLF5 inh: -50

What do the screens show for `CCN(C(=O)CSc1nnc(COc2ccccc2F)n1N)C1CCS(=O)(=O)C1` (stereo unspecified)?
GSK3 alpha inh: -3; Platelet DG rel: 18; HSP90 inh: 6; aSyn UTR inh: -3; DYRK1A inh: -6; HSF1 inh: -13; GSK3B inh: 1; HSF-1 act: -12; IEC-6 tox: 12; KLF5 inh: 12

What do the screens show for `CC(C)(C)c1ccc(C(=O)NCC(=O)OCN2C(=O)c3ccccc3C2=O)cc1`?
GSK3 alpha inh: -5; Platelet DG rel: 10; HSP90 inh: 0; aSyn UTR inh: -1; DYRK1A inh: 4; GSK3B inh: 0; IEC-6 tox: 1; KLF5 inh: -30

How did COc1ccc(S(=O)(=O)Nc2c(C)nc3nc[nH]n3c2=O)cc1 do in these assays?
GSK3 alpha inh: -2; Platelet DG rel: 0; HSP90 inh: -7; aSyn UTR inh: 7; DYRK1A inh: -6; HSF1 inh: 2; GSK3B inh: 0; HSF-1 act: -2; IEC-6 tox: -1; KLF5 inh: -8

How did Cc1nnc(N2CCN(c3ccccc3)CC2)[nH]c1=O do in these assays?
GSK3 alpha inh: 1; Platelet DG rel: -9; HSP90 inh: 7; aSyn UTR inh: 14; DYRK1A inh: -1; HSF1 inh: 3; GSK3B inh: 2; HSF-1 act: 22; IEC-6 tox: 4; KLF5 inh: 3

How did CCOC(=O)CSc1nc(N2CCOCC2)c2c(c1C#N)CC(C)(C)OC2 do in these assays?
GSK3 alpha inh: -1; Platelet DG rel: 5; HSP90 inh: 2; aSyn UTR inh: 13; DYRK1A inh: 1; HSF1 inh: -5; GSK3B inh: 3; HSF-1 act: -12; IEC-6 tox: 0; KLF5 inh: -14

What do the screens show for `CS(=O)(=O)Nn1cnc2ccccc2c1=O`?
GSK3 alpha inh: 1; Platelet DG rel: 17; HSP90 inh: -1; aSyn UTR inh: 3; DYRK1A inh: -4; HSF1 inh: -5; GSK3B inh: -3; HSF-1 act: -20; IEC-6 tox: 2; KLF5 inh: 2

What do the screens show for `Cc1ccc(OCC(=O)N2N=C(c3ccc(Cl)cc3)CC2c2ccco2)c([N+](=O)[O-])n1` (stereo unspecified)?
GSK3 alpha inh: 5; Platelet DG rel: -3; HSP90 inh: 3; aSyn UTR inh: -31; DYRK1A inh: 0; HSF1 inh: -14; GSK3B inh: 6; HSF-1 act: -14; IEC-6 tox: -2; KLF5 inh: 2

How did COc1ccc(-c2cncnc2-c2ccc(OC)cc2O)cc1 do in these assays?
GSK3 alpha inh: 39; Platelet DG rel: 4; HSP90 inh: -5; aSyn UTR inh: 19; DYRK1A inh: 14; HSF1 inh: -36; GSK3B inh: -1; HSF-1 act: -39; IEC-6 tox: -4; KLF5 inh: 11

What do the screens show for `CC(=O)OCC1OC(OC(C)=O)C(NC(=O)c2cccnc2)C(OC(C)=O)C1OC(C)=O` (stereo unspecified)?
Platelet DG rel: 6; HSP90 inh: 0; aSyn UTR inh: -3; DYRK1A inh: -1; HSF1 inh: -4; GSK3B inh: 2; HSF-1 act: 7; IEC-6 tox: 6; KLF5 inh: -24

Results for C=CCNc1nnc(SCC(=O)N2CCC(C(N)=O)CC2)s1 ?
GSK3 alpha inh: -1; Platelet DG rel: -6; aSyn UTR inh: -6; DYRK1A inh: -2; HSF1 inh: -2; GSK3B inh: -1; HSF-1 act: -3

What do the screens show for `Cc1ccc(NC(=O)C2CCCCC2)c(O)c1`?
GSK3 alpha inh: -5; Platelet DG rel: -6; HSP90 inh: 2; aSyn UTR inh: -8; HSF1 inh: 0; GSK3B inh: 2; HSF-1 act: 3; IEC-6 tox: 2; KLF5 inh: -23

What do the screens show for `Cc1noc(C)c1CSCC(=O)N(CCC(C)C)c1c(N)n(Cc2ccccc2)c(=O)[nH]c1=O`?
GSK3 alpha inh: 2; Platelet DG rel: -3; HSP90 inh: 1; aSyn UTR inh: -6; DYRK1A inh: -7; HSF1 inh: -6; GSK3B inh: -2; HSF-1 act: 8; IEC-6 tox: 3; KLF5 inh: -57

What do the screens show for `CCOC(=O)C1(Nc2nccs2)Sc2ccccc2NC1=O` (stereo unspecified)?
GSK3 alpha inh: -1; Platelet DG rel: -2; HSP90 inh: -3; aSyn UTR inh: -10; DYRK1A inh: -7; HSF1 inh: 5; GSK3B inh: -3; HSF-1 act: -3; IEC-6 tox: -3; KLF5 inh: 14

What do the screens show for `CC(=O)c1cnc(-c2cccc(Cl)c2)s1`?
GSK3 alpha inh: -2; Platelet DG rel: -14; HSP90 inh: 8; DYRK1A inh: -6; GSK3B inh: -2; IEC-6 tox: -6; KLF5 inh: -32

Results for COC(=O)c1cccc(NCN2C(=O)c3ccccc3C2=O)c1 ?
GSK3 alpha inh: -2; Platelet DG rel: 4; HSP90 inh: 0; aSyn UTR inh: 18; DYRK1A inh: 0; HSF1 inh: 12; GSK3B inh: 1; HSF-1 act: 20; IEC-6 tox: -2; KLF5 inh: -35

How did O=C(C/C=N\OCc1ccc([N+](=O)[O-])cc1)Nc1ccc(F)cc1F do in these assays?
GSK3 alpha inh: 1; Platelet DG rel: 8; HSP90 inh: -1; aSyn UTR inh: 7; DYRK1A inh: 3; HSF1 inh: 4; GSK3B inh: -3; HSF-1 act: -8; IEC-6 tox: 2; KLF5 inh: 3

How did C/C(=N\N=C1/NC(=O)C(C)S1)c1ccc([N+](=O)[O-])cc1 (stereo unspecified) do in these assays?
GSK3 alpha inh: 3; Platelet DG rel: 43; HSP90 inh: -1; aSyn UTR inh: -19; DYRK1A inh: 0; HSF1 inh: 1; GSK3B inh: 2; HSF-1 act: 4; IEC-6 tox: -2; KLF5 inh: 7

Results for Cc1ccccc1NC(=O)NNC(=O)c1ccc2ccccc2c1O ?
GSK3 alpha inh: -3; Platelet DG rel: 1; HSP90 inh: -2; aSyn UTR inh: 9; DYRK1A inh: 14; HSF1 inh: -4; GSK3B inh: 0; HSF-1 act: -2; IEC-6 tox: -7; KLF5 inh: -15

Results for N#C/C(=C\C1=C(N2CCOCC2)C(=C\c2ccc(Cl)cc2)/CC1)C(=O)Nc1ccccc1F ?
GSK3 alpha inh: -1; Platelet DG rel: 25; HSP90 inh: -1; aSyn UTR inh: 14; DYRK1A inh: -2; HSF1 inh: 20; GSK3B inh: 3; HSF-1 act: 30; IEC-6 tox: 2; KLF5 inh: -28

Results for COc1ccc(NC(=O)CS(=O)CC(=O)Nc2ccc(-n3cnnn3)c(C)c2)cc1 (stereo unspecified) ?
GSK3 alpha inh: -2; Platelet DG rel: 18; HSP90 inh: 1; aSyn UTR inh: -2; DYRK1A inh: -5; HSF1 inh: -6; GSK3B inh: -1; HSF-1 act: 9; IEC-6 tox: -1; KLF5 inh: -7

How did Cc1cc(C)nc(-n2nc(C)c(Br)c2Nc2ccc(Br)cc2)n1 do in these assays?
GSK3 alpha inh: -3; Platelet DG rel: 0; HSP90 inh: 0; aSyn UTR inh: 18; DYRK1A inh: -5; HSF1 inh: -1; GSK3B inh: 0; HSF-1 act: 4; IEC-6 tox: -2; KLF5 inh: -10

What do the screens show for `COc1cc(C(=O)N2CCN(C)CC2)cc(OC)c1OC`?
GSK3 alpha inh: -5; Platelet DG rel: 1; HSP90 inh: -1; aSyn UTR inh: -2; DYRK1A inh: -4; HSF1 inh: -6; GSK3B inh: 3; HSF-1 act: 6; IEC-6 tox: 0; KLF5 inh: -14

Results for CCc1cccc(C)c1NC(=S)N(CCN(C)C)Cc1cccs1 ?
GSK3 alpha inh: -4; Platelet DG rel: -4; HSP90 inh: 2; aSyn UTR inh: 1; HSF1 inh: -7; GSK3B inh: -4; HSF-1 act: 6; IEC-6 tox: 1; KLF5 inh: -41

What do the screens show for `COC(=O)NC1CSCC1OC(=O)CN1C(=O)c2ccccc2C1=O` (stereo unspecified)?
GSK3 alpha inh: -1; Platelet DG rel: -2; HSP90 inh: 4; aSyn UTR inh: -20; DYRK1A inh: 1; HSF1 inh: 3; GSK3B inh: 0; HSF-1 act: 24; IEC-6 tox: 1; KLF5 inh: -30

Results for O=S(=O)(CCc1nc2ccccc2o1)c1ccc(Cl)c(Cl)c1 ?
GSK3 alpha inh: -3; Platelet DG rel: -11; HSP90 inh: 3; aSyn UTR inh: 14; DYRK1A inh: -4; HSF1 inh: -2; GSK3B inh: 3; HSF-1 act: -9; IEC-6 tox: 5; KLF5 inh: 8

What do the screens show for `CC(C)C(=O)NCCc1nc2ccccc2n1CCCOc1ccc(Cl)cc1`?
GSK3 alpha inh: 7; Platelet DG rel: 12; HSP90 inh: 6; aSyn UTR inh: 7; DYRK1A inh: -2; HSF1 inh: 0; GSK3B inh: -1; HSF-1 act: 6; IEC-6 tox: -1; KLF5 inh: -6
